NTR1 agonist: agonists of NTR1, primary screen, imaging, U2OS cells, beta-arrestin-GFP, high content (AID 493036); P30989; NTR1-U2OS beta-arrestin-GFP spot imaging, agonist mode; activation, % at 20 µM; actives 0.17% (n = 330,000);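 active = activation at or above 40% of the spot to cytoplasm intensity ratio, with at least 20 cells analyzed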;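 also: 0% = DMSO without peptide and 100% = 100 nM NTR1 peptide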
Target sequence (P30989 whole entry, looked up): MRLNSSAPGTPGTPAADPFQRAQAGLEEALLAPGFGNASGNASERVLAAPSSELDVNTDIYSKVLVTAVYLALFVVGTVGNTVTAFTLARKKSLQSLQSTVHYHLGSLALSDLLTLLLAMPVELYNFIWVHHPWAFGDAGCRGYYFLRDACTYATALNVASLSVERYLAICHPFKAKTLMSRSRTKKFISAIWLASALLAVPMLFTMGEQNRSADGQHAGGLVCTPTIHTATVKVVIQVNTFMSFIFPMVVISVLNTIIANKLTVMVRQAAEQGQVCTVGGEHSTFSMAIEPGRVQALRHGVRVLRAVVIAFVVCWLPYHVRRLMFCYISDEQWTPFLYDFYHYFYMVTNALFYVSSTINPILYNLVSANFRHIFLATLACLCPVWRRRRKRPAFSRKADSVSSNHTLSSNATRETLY
LYP inhibition: PTPN22 lymphoid phosphatase activity blockers – biochemical, fluorescence intensity, uHTS (AID 1779); recombinant LYP phosphatase, fluorescence intensity; higher % means a stronger effect; inhibition, % at 11.5 µM, or IC50 in µM where a hit was titrated; actives 0.054% (n = 290,000); in the data active = inhibition above about 50%;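 also: plate controls were vehicle with enzyme for no effect and no enzyme for full effect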
T cell modulator: T cell immune modulators affecting CD8 T cell-vesicle binding. 2C CD8+ T cell-vesicle binding, flow cytometry; hits give low values. calls only at 7 µM. actives 0.068% (n = 330,000). AID 2052;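 active = response, share of CD8 T cells binding vesicles, and their 90th percentile fluorescence all below set limits, cut at about 80% in these data, passing the limit was not always enough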
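Incubation: binding step 1.5 h, 37 °C, antibody labelling 20 min, ice; system: murine 2C transgenic CD8+ T lymphocytes; technique: cytometric PE anti-B7-1 and Alexa647 anti-CD8 signals after 1% paraformaldehyde fixation; also added: QL9-charged Drosophila Ld/ICAM-1/B7-1 vesicles; control set: naked versus QL9-loaded vesicles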
Hep lipid drop: modulators of hepatic lipid droplet formation; actives 0.4% (n = 240,000); AID 1656; AML12 mouse hepatocytes, oleate lipid droplets, BODIPY imaging; inhibition, % at 6.5 µM;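 active = lipid droplet intensity inhibited by at least 50%, with more than 500 cells counted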
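Material – mouse AML12 hepatocyte cell line, fixed after treatment · Compound dosing – one dose, 6.5 µM compound · Times – compound with oleate, overnight · Measured by – Image-based BODIPY and DAPI two-channel analysis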
GPR55 LPI antagonism: GPR55 antagonists blocking LPI-driven arrestin recruitment, primary screen, imaging, U2OS, beta-arrestin-GFP, LPI agonist (AID 2013); U2OS GPR55 beta-arrestin-GFP translocation imaging, LPI antagonism; higher % means a stronger effect; inhibition, % at 10 µM, or IC50 in µM where a hit was titrated; actives 0.13% (n = 290,000);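 active = spots per cell inhibited over 60%, with over 100 cells counted and total cytoplasm intensity under 500,000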;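 also: U2OS cells stably carrying GPR55 and arrestin-GFP stimulated by 5 µM LPI near EC80; imaged beta-arrestin-GFP aggregate spots per cell after agonist stimulation; plate controls were LPI-stimulated DMSO wells for no effect and DMSO wells without LPI for full effect; some results filed as inactive read as strong as hits; confirmed hits need IC50 under 10 µM and bright autofluorescent wells are also inconclusive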
GPR35 antagonists: GPR35 antagonists blocking zaprinast-driven arrestin recruitment, primary screen, imaging, U2OS, beta-arrestin-GFP, zaprinast agonist (AID 2058); U2OS GPR35 beta-arrestin-GFP translocation imaging, zaprinast antagonism; higher % means a stronger effect; one-dose inhibition, % at 10 µM; IC50 in µM for titrated hits; actives 0.052% (n = 290,000);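 active = inhibition of at least 50% with at least 30 cells and total cytoplasm GFP at most 10,000,000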
Large T inhibition: SV40 large T antigen inhibitors, biochemical (AID 1903) | actives 0.39% (n = 310,000) | inhibition, % at 20 µM, or IC50 in µM where a hit was titrated | SV40 large T antigen ATPase/helicase inhibition assay; higher % means a stronger effect; in the data active = a potency from the dose series; also: strong numbers were not always called active
GPR55 activation: selective activators of receptor GPR55 – imaging, U2OS cells, beta-arrestin-GFP redistribution, primary screen (AID 1961); U2OS GPR55 beta-arrestin-GFP redistribution imaging; higher % means a stronger effect; one-dose activation, % at 10 µM; EC50 in µM for titrated hits; actives 0.048% (n = 290,000);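 active = activation above 40% with more than 50 cells counted in the well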;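 also: U2OS osteosarcoma cells stably expressing GPR55 and beta-arrestin-GFP; plate controls were DMSO negative control for no effect and LPI positive control for full effect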
Rac1 GTP hydrolysis: MgcRacGAP GTPase-activating activity inhibitors, confirmation, biochemical, ADP Hunter fluorescence. MgcRacGAP-stimulated Rac1 GTP hydrolysis, ADP Hunter fluorescence; higher % means a stronger effect; GST-tagged Rac1 F28L mutant substrate. one-dose inhibition, % at 30 µM; IC50 in µM for titrated hits. actives 0.6% (n = 340,000);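 active = first-screen hits whose inhibition reached a set limit at any dose in the follow-up dose series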;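 also: fluorescence reports GDP produced by GAP-driven GTP hydrolysis; strong numbers were not always called active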
Hep lipid drop cells 6.5 µM: second read-out of Hep lipid drop, no call of its own (marks repeat the call); cell count; measured here: cell count, cytotoxicity flag;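 cells counted across two imaged fields per well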
T cell modulator vesicle-bound %: second read-out of T cell modulator, no call of its own (marks repeat the call); double positive events, %; measured here: CD8+ vesicle-bound cell fraction;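 binding gate set so that unloaded-vesicle control wells show 10% double positive cells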
NTR1 agonist cell count 20 µM: further read-out of NTR1 agonist, marked with its call; cell count; measured here: cell count, cytotoxicity flag
The depositor's hits bear a star; i = inactive; . = no result given.

1. CSc1ccccc1NC(=O)c1ccc(CN2CCOCC2)cc1
2. CC1CCN(C2=C(NS(=O)(=O)c3ccccc3)C(=O)c3ccccc3C2=O)CC1
3. CCOC(=O)Cc1c(C)nc2c(-c3ccccc3)cnn2c1C
4. O=C(CSc1nnc(-c2ccncc2)n1Cc1ccccc1)NC1CCCc2ccccc21 (centres undefined)
5. CCCN(C(=O)CSc1nc2ccccc2n1CC)C1CCS(=O)(=O)C1 (centres undefined)
6. CC(C)(C)c1ccc(C2(C)NC(=O)NC2=O)cc1 (centres undefined)
7. COC(=O)[C@@]12CCCN1[C@H](c1ccc(-c3ccccc3)cc1)[C@@H]1C(=O)N(C)C(=O)[C@@H]12
8. COc1ccc(/C=C/c2c([N+](=O)[O-])c(=O)n(C)c(=O)n2C)cc1OC
9. COc1ccc(N(C)S(=O)(=O)c2cccc(C(=O)NC3CCCC(C)C3C)c2)cc1 (centres undefined)
10. CCN(CC(=O)Nc1cccc(Br)c1)Cc1nc2ccccc2c(=O)[nH]1
Assay by compound	1	2	3	4	5	6	7	8	9	10
Hep lipid drop cells 6.5 µM	703	721	407	628	702	813	.	.	.	744
GPR55 LPI antagonism	13%	-2%	0%	-3%	-13%	1%	.	29%	.	0%
GPR55 activation	0.5%	-0.3%	-0.1%	0.0%	0.0%	-0.1%	.	-0.1%	.	0.3%
T cell modulator	i	i	i	i	i	i	i	i	i	.
T cell modulator vesicle-bound %	41	11	28	43	56	14	53	16	16	.
Large T inhibition	8%	11%	2%	9%	-5%	24%	10%	9%	2%	0%
NTR1 agonist	-1.6	1.2	1.0	3.3	-0.9	-0.2	3.8	1.0	0.9	.
NTR1 agonist cell count 20 µM	28	42	42	51	42	61	69	57	52	.
GPR35 antagonists	8%	7%	-12%	16%	20%	-5%	.	2%	.	-10%
Rac1 GTP hydrolysis	.	8%	8%	0%	6%	-5%	11%	-5%	-8%	9%
Hep lipid drop	3	35	-20	-1	-5	3	.	.	.	18
LYP inhibition	-3%	-9%	-3%	-5%	-7%	-6%	.	-8%	.	-8%

11. Cc1ccc(NC(=O)C2(N3CCC3=O)CCCCC2)cc1
12. O=Cc1ccc(N2CCCC2)c(F)c1
13. CCOc1cc(CNCc2ccccn2)cc(Cl)c1OC
14. CN(C)c1ccc(/C=C(/NC(=O)c2ccccc2)C(=O)N2CCCC2)cc1
15. CC1CCN(Cc2ccc(-c3nnn(CC(=O)Nc4ccccc4Cl)n3)cc2)CC1
16. COc1ccc(OC)c(Cc2nnc(CCC(=O)N3CCCCCC3)o2)c1
17. S=c1[nH]nc(COc2ccc(Cl)cc2)n1C1CCCCC1
18. CCOc1ccc(CCNC(=O)COC(=O)c2ccc(OC)c(OC)c2OC)cc1OCC
19. CCOC(=O)c1cc(-c2ccc(F)cc2)n(CC(=O)N2CCCC2)c1C
20. c1ccc2oc(NC3=NCN(CC4CCCO4)CN3)nc2c1 (centres undefined)
Assay by compound	11	12	13	14	15	16	17	18	19	20
Hep lipid drop cells 6.5 µM	676	726	728	824	664	696	734	737*	633	795
GPR55 LPI antagonism	10%	15%	-1%	0%	-2%	2%	-8%	10%	16%	4%
GPR55 activation	-0.1%	-0.1%	0.3%	-0.2%	0.2%	-0.1%	-0.3%	-0.4%	-0.3%	-0.1%
T cell modulator	i	i	i	i	i	i	i	i	i	i
T cell modulator vesicle-bound %	63	58	17	24	30	20	25	29	29	12
Large T inhibition	8%	2%	14%	24%	2%	-5%	2%	12%	6%	3%
NTR1 agonist	-1.0	-2.5	0.2	-0.9	0.4	-1.5	4.6	1.5	-0.5	1.0
NTR1 agonist cell count 20 µM	93	63	48	34	41	44	45	46	59	94
GPR35 antagonists	-1%	8%	17%	-8%	10%	2%	-8%	-9%	8%	8%
Rac1 GTP hydrolysis	4%	5%	6%	13%	-8%	14%	11%	1%	11%	9%
Hep lipid drop	2	13	14	-2	-9	8	-6	77*	0	4
LYP inhibition	24%	3%	-4%	-7%	0%	-3%	6%	-2%	0%	-6%

Record cards, from the list above:
CCN(CC(=O)Nc1cccc(Br)c1)Cc1nc2ccccc2c(=O)[nH]1 in the list: Hep lipid drop cells 6.5 µM: 744; GPR55 LPI antagonism: 0%; GPR55 activation: 0.3%; T cell modulator: .; T cell modulator vesicle-bound %: .; Large T inhibition: 0%; NTR1 agonist: .; NTR1 agonist cell count 20 µM: .; GPR35 antagonists: -10%; Rac1 GTP hydrolysis: 9%; Hep lipid drop: 18; LYP inhibition: -8%
CCOC(=O)c1cc(-c2ccc(F)cc2)n(CC(=O)N2CCCC2)c1C in the list: Hep lipid drop cells 6.5 µM: 633; GPR55 LPI antagonism: 16%; GPR55 activation: -0.3%; T cell modulator: i; T cell modulator vesicle-bound %: 29; Large T inhibition: 6%; NTR1 agonist: -0.5; NTR1 agonist cell count 20 µM: 59; GPR35 antagonists: 8%; Rac1 GTP hydrolysis: 11%; Hep lipid drop: 0; LYP inhibition: 0%

Carrying on.
21. Cc1ccc(C)c(N2CCN(C(=O)c3ccc(Cn4c(=S)[nH]c5ccc(N6CCOCC6)cc5c4=O)cc3)CC2)c1
22. CCC(C(=O)OC)n1cnc2c(nnn2-c2ccc(OC)cc2)c1=O (centres undefined)
23. CC(C)c1ccc(C(C)NCCS(=O)(=O)c2ccc(Br)cc2)cc1 (centres undefined)
24. CC(OC(=O)c1ccccc1NCCO)C(=O)NCC(=O)Nc1ccc(F)c(F)c1F (centres undefined)
25. COc1ccc(C(N)c2nccc3cc(OC)c(OC)cc23)cc1OC (centres undefined)
26. COc1ccc(CNCc2cc3c(cc2[N+](=O)[O-])OCO3)cc1
27. COc1ccc(CNC(=O)C(c2ccncc2)N(C(=O)Cc2cccs2)c2ccc(C)cc2)cc1 (centres undefined)
28. O=C(NCC(=O)N1CCN(C(=O)c2ccco2)CC1)c1ccc(Cl)cc1
29. CCOC(=O)C1C(=O)C=C(/C=C/c2ccccc2)CC1c1ccc(Cl)cc1 (centres undefined)
30. Cc1ccc(S(=O)(=O)c2nc(-c3ccco3)oc2NCC2CCCO2)cc1 (centres undefined)
Assay by compound	21	22	23	24	25	26	27	28	29	30
Hep lipid drop cells 6.5 µM	680	.	662	818	846	801	592	.	.	732
GPR55 LPI antagonism	5%	3%	-16%	20%	-10%	2%	-1%	.	9%	5%
GPR55 activation	-0.1%	-0.1%	0.0%	-0.1%	-0.1%	0.4%	0.0%	.	-0.2%	-0.2%
T cell modulator	i	i	i	i	i	i	i	i	i	i
T cell modulator vesicle-bound %	35	14	68	10	42	44	13	25	25	38
Large T inhibition	11%	5%	23%	25%	-2%	0%	18%	7%	-2%	28%
NTR1 agonist	0.7	0.3	6.5	0.9	-0.5	-0.3	2.0	0.8	2.8	.
NTR1 agonist cell count 20 µM	54	67	56	74	66	85	41	76	60	.
GPR35 antagonists	-8%	7%	8%	-13%	-18%	4%	6%	.	4%	-2%
Rac1 GTP hydrolysis	8%	6%	6%	7%	11%	30%	2%	6%	1%	2%
Hep lipid drop	23	.	8	-8	-1	-5	2	.	.	-31
LYP inhibition	12%	-2%	-8%	-13%	-2%	-7%	-13%	.	6%	-4%

31. CC(C)(C)c1ccc(OCCC(=O)OCC(=O)Nc2cccnc2Cl)cc1
32. O=C(NCc1cccs1)c1ccc2c(c1)OCCO2
33. CCn1c(SCC(=O)Nc2cc(OC)c(OC)c(OC)c2)nnc1-c1cccs1
34. COc1ccc(Cc2nnc(N/N=C/c3ccc(O)cc3)[nH]c2=O)cc1OC
35. CC(C)Cn1c([N+](=O)[O-])nc2c1c(=O)[nH]c(=O)n2C
36. Nc1ccc2cn[nH]c2c1
37. CCOC(=O)Cn1c(=O)c(-c2ccccc2N)nc2ccccc21
38. N#Cc1cnn(-c2nc(SCc3ccccc3)nc3sc4c(c23)CCCC4)c1N
39. Cc1ccc2nc(Cl)c(CNCc3ccccc3)cc2c1
40. C=C1CC[C@@H]2[C@](C)(CO)[C@H](O)CC[C@@]2(C)[C@@H]1/C=C/C1=CCOC1=O
41. O=C(CCS(=O)(=O)c1ccc(Br)s1)NCc1ccc2c(c1)OCO2
42. O=C(Nc1c(-c2ccccc2)nc2ccccn12)c1ccccc1F
Assay by compound	31	32	33	34	35	36	37	38	39	40	41	42
Hep lipid drop cells 6.5 µM	.	702	.	680	701	690	647	.	714	815	.	.
GPR55 LPI antagonism	.	0%	0%	7%	-2%	4%	2%	12%	-1%	2%	21%	9%
GPR55 activation	.	-0.2%	-0.1%	-0.1%	0.1%	-0.1%	-0.1%	0.0%	0.2%	0.3%	-0.1%	-0.1%
T cell modulator	i	i	i	i	i	i	i	i	i	i	i	i
T cell modulator vesicle-bound %	29	14	46	41	18	67	34	23	52	18	17	31
Large T inhibition	4%	10%	8%	15%	13%	16%	.	-2%	10%	6%	11%	4%
NTR1 agonist	0.0	-2.0	1.5	1.5	0.1	-0.1	-0.9	17	0.2	0.7	0.7	-1.0
NTR1 agonist cell count 20 µM	70	57	49	52	41	48	74	75	73	87	58	85
GPR35 antagonists	.	-11%	5%	-10%	2%	4%	-6%	-18%	15%	-8%	-8%	3%
Rac1 GTP hydrolysis	3%	0%	3%	9%	-3%	3%	4%	1%	10%	7%	3%	10%
Hep lipid drop	.	5	.	9	2	-1	2	.	-3	-6	.	.
LYP inhibition	.	1%	-2%	4%	-4%	-2%	-6%	5%	-7%	-4%	-1%	-9%

Bioassay records (PubChem)
